Vif-A3G inh: blocks the Vif interaction with human APOBEC3G | Q9HC16 | HeLa A3G-eYFP + Vif (tagged APOBEC3G with the HIV-1 protein that degrades it), YFP fluorescence, overnight | Potency, µM (titrated, usually from 46.1 µM), without a hit: at the highest dose activity, negative = active, hits mostly inhibitors | 410,000 compounds, 0.076% hits | AID 602310;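 note: potency is the fitted concentration of half-maximal effect; % is set by controls: 0 for no effect and ±100 for the full control effect; nearly all actives have a fitted effect of over 60% in size; hits raise eYFP signal because A3G escapes Vif-driven loss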
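HeLa cells stably expressing Vif and C-terminally eYFP-tagged A3G, seeded overnight at 37 deg C, then exposed to compound by pintool overnight at 37 deg C. Rise in yellow fluorescence (Ex 488/Em 500-530, Acumen) marks blocked Vif-driven A3G degradation.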
Vif-APOBEC3F blk: Vif-A3F binding inhibition. HeLa A3F-eYFP + Vif (tagged APOBEC3F with the HIV-1 protein that degrades it), YFP fluorescence increase. AID 602313. Potency, µM (series often up to 46.1 µM), inactives show at the top dose activity, negative = active. 390,000 compounds, 0.2% hits; note: potency is the fitted concentration of half-maximal effect; % of control where 0% means no effect; nearly all actives have a fitted effect of over 65% in size
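Fluorescence increase (Ex 488/Em 500-530) after overnight compound treatment at 37 deg C flags inhibition of Vif-driven A3F-eYFP loss in stable HeLa A3F-eYFP/Vif cells seeded overnight beforehand.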
TrxR1 substrate: rat thioredoxin reductase 1 substrate activity | AID 588456 | O89049 | Potency, µM (doses to about 114 µM), without a hit: top-dose activity change, negative = substrate turnover | 390,000 compounds, 0.01% hits | purified TrxR1 substrate turnover, NADPH consumption readout; note: potency is the fitted concentration of half-maximal effect; % is set by controls: 0 for no effect and ±100 for the full control effect; nearly all actives have a fitted effect of over 50% in size
Target sequence (O89049 whole entry, looked up): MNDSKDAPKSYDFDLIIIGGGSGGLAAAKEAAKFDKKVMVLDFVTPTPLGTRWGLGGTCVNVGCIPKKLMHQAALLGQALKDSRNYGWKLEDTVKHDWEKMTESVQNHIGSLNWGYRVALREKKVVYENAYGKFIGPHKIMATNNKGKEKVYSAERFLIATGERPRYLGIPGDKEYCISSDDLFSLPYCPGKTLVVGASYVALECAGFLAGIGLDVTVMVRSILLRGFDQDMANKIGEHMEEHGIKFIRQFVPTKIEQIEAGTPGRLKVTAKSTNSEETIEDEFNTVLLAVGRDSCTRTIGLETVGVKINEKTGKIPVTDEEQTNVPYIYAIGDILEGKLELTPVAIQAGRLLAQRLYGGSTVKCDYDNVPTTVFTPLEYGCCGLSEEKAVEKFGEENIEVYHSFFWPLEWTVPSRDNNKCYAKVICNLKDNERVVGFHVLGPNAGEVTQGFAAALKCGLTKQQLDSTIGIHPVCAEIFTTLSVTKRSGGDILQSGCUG
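Rat TrxR1, dispensed at 90 nM, was prereduced with 400 uM NADPH (final) for 5 min at ~22 deg C, then incubated with compound 15 min before 400 uM selenite. A first-read NADPH fluorescence drop versus no-compound background flagged substrates.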
LDHA block: inhibitors of human lactate dehydrogenase A. P00338. purified LDHA, NADH/diaphorase-resazurin fluorescence; stronger effect = lower value. activity change, % (values are at about 110 or 230 µM). 480,000 compounds, 0.15% hits; in the data active = activity change below about -30%; inconclusive = mostly about -25% to -30%;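 note: plate controls were DMSO wells for no effect and wells without enzyme for full effect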
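Resorufin fluorescence (ex540/em590), read at 0 and 20 min after diaphorase/resazurin addition, reports the NADH left after a 5 min room-temperature reaction of 2 nM human LDH5 with 0.06 mM NADH and 0.2 mM pyruvate.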
RGS4 inh: blocks human RGS4-accelerated GTP hydrolysis | P49798 | Transcreener GDP fluorescence polarization, RGS4-accelerated GTP hydrolysis | Potency, µM (top dose mostly 114 µM), without a hit: at the top dose activity change, negative = inhibition, hits mostly inhibitors | 390,000 compounds, 0.039% hits; note: potency is the fitted concentration of half-maximal effect; % is set by controls: 0 for no effect and ±100 for the full control effect; nearly all actives have a fitted effect of over 75% in size; some results filed as inactive show a strong effect at the top dose
Target sequence (P49798 whole entry, looked up): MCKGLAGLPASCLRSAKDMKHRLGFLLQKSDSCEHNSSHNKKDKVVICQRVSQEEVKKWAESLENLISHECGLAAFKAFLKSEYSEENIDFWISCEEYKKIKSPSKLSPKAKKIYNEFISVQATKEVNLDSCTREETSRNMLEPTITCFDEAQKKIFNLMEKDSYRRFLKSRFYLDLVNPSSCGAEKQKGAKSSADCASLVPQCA
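MLSMR compounds (23 nl, pin-transferred) preincubated 10 min at room temperature with a 500nM (2x) first reagent, then RGS4 at 900nM (2x) plus Transcreener GDP mix added; fluorescence polarization (620/688 nm) read before and after 90 min at 30 °C.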
IDH1 R132H inh: inhibitors of human mutant IDH1 R132H. Potency, µM (highest dose often 76.6 µM), for the others: at the top dose activity change, negative = inhibition, hits mostly inhibitors. 390,000 compounds, 0.093% hits. IDH1-R132H enzyme, NADPH consumption, diaphorase/resazurin fluorescence. O75874; note: potency is the fitted concentration of half-maximal effect; % is set by controls: 0 for no effect and ±100 for the full control effect; nearly all actives have a fitted effect of over 65% in size
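IDH1-R132H (0.5 ug/mL) preincubated 30 min with compound, then NADPH (0.016 mM) and alpha-KG (2 mM) added; 80 min at RT, pH 7.5. Remaining NADPH coupled via diaphorase/resazurin to fluorescence (540/590 nm); concentration-response curves normalized to no-enzyme control.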
USP1 inh: inhibitors of human USP1/UAF1 deubiquitinase; O94782; recombinant USP1/UAF1, Ub-Rhodamine cleavage fluorescence; Potency, µM (highest dose often 57.1 µM), for the others: top-dose activity change, negative = inhibition, hits mostly inhibitors; 390,000 compounds, 0.23% hits; AID 743255; note: potency is the fitted concentration of half-maximal effect; % is set by controls: 0 for no effect and ±100 for the full control effect; nearly all actives have a fitted effect of over 60% in size; inactives centre near -12
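USP1/UAF1 complex (1 nM) preincubated 15 min at room temperature with compound, then Ub-Rho substrate (150 nM final) added. Kinetic fluorescence at 480/540 nm over 6 reads at 60 s intervals; 50 mM HEPES pH 7.8, 0.5 mM EDTA, 0.1 mg/ml BSA, 1 mM TCEP, 0.01% Tween-20.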
GRP78 ERSR act: inducers of ER stress response in human glioma cells; U87-MG GRP78 promoter luciferase reporter, 16 h; Potency, µM, inactives show top-dose activation, hits mostly activators; 420,000 compounds, 0.02% hits; note: potency is the fitted concentration of half-maximal effect; series mostly up to about 76 µM; % of control where 0% means no effect; nearly all actives have a fitted effect of over 35% in size
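Stably transfected U87-MG human glioma cells carrying a GRP78-based luminescent sensor were seeded at 1000 cells/well, pin-dosed with compounds and incubated 16 h. Luciferase reagent was then added, and end-point luminescence was read after 10 min at room temperature.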
rTrxR1 inhibitor: rat TrxR1 inhibition | O89049 | recombinant rTrxR1, NADPH fluorescence consumption, selenite substrate | Potency, µM (titrated, usually from 114 µM), for the others: at the highest dose activity change, negative = inhibition, most hits filed as inhibitors | 390,000 compounds, 1% hits; note: potency is the fitted concentration of half-maximal effect; % is set by controls: 0 for no effect and ±100 for the full control effect; nearly all actives have a fitted effect of over 65% in size
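Rat TrxR1 (90 nM in the dispensed reagent) was pre-reduced with 400 uM NADPH for 5 min at room temperature, then incubated with compound for 15 min. After 400 uM selenite was added, NADPH fluorescence (Ex 340/Em 450 nm) was followed for 8 min.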
* marks the source's active call; other numbers are inactive results; ? = inconclusive; . = no result given; & = joins results of further samples; [ ] = remark or other dose. Unless noted, calls come from the whole dose curve; as a rule, active = well fitted curve in the direction sought with a large enough effect; inconclusive = small, poorly fitted or top-dose-only effect, or another doubt; inactive = no such curve, though single readings can be large; an effect the other way counts as inactive or inconclusive. Not all compounds are listed; rates above refer to the full screens.

Compound,LDHA block,RGS4 inh,USP1 inh,rTrxR1 inhibitor,Vif-APOBEC3F blk,TrxR1 substrate,IDH1 R132H inh,Vif-A3G inh,GRP78 ERSR act
CCn1nc(C(=O)NNC(=O)CCOc2cc(C)ccc2C)c2ccccc2c1=O,0.2,-3.1%,-18.2%,8.0%,?,-6.4%,-1.3%,-0.1%,-3.4%
O=C1OCC(CO)(CO)N=C1NNc1ccc(Cl)c(Cl)c1,3.1,-1.5%,-10.3%,-2.9%[57.1 µM],0.0%,-6.0%[57.1 µM],4.2%,-1.7%,0.6%
Cc1cc(C(=O)NNC(=O)NC(C)C)no1,-5.0,2.2%,-16.0%,5.6%[57.1 µM],8.5%,3.6%[57.1 µM],1.8%,1.7%,-1.3%
Cc1c(Cl)c(C(F)F)nn1CC(=O)NC1C(=O)N2C(C(=O)O)=C(CSc3nnnn3C)CSC12 (stereo not drawn),-2.9,-21.1%,-13.0%,?,-13.3%,-4.3%,2.8%,0.9%,-3.1%
O=C1NCC(=O)N2CCC[C@@H]12,-14.3,17.6%,-13.6%,11.6%,-7.8%,0.0%,0.0%,2.8%,-1.0%
CCOc1ccc(-c2ccc(SCC(=O)NCC3CCCO3)nn2)cc1 (stereo not drawn),-11.9,12.4%,3.1%,7.1%[57.1 µM],-8.5%,5.1%[57.1 µM],-1.5%,-0.8%,-3.2%
O=C(c1cc(COc2cccc3cnccc23)on1)N1CCCC(CCCO)C1 (stereo not drawn),1.1,1.6%,-14.3%,11.9%,-3.6%,70.6%[activator],5.0%,-1.0%,-5.1%
Cc1cc(NS(=O)(=O)c2ccc(NC(=O)COc3ccc(Cl)cc3)cc2)nc(C)n1,-8.0,3.3%,-10.9%,-2.8%,3.8%,-2.4%,-3.1%,-2.1%,-1.8%
COCCN(CC(=O)Nc1cccc(S(=O)(=O)N2CCCC2)c1)Cc1nc2ccccc2c(=O)[nH]1,-1.9,3.3%,-1.9%,1.0%,5.0%,-0.7%,9.5%,0.4%,-3.8%
CCN(CC(=O)Nc1c(F)cccc1F)C(=O)CC1CCCC1,-0.7,-15.5%,-18.7%,20.5%,10.4%,23.1%[57.1 µM],-2.6%,0.3%,-1.2%
COc1ccc(NC(=S)NCCC2=CCCCC2)cc1OC,-2.5,-5.8%,-15.8%,-16.1%,?,-12.2%,0.0%,-0.1%,0.9%
CC(NC(=O)C12CC3CC(CC(C3)C1)C2)C(=O)N/N=C/C1=C(N2CCOCC2)C(=C\c2ccccc2)/CC1 (stereo not drawn),-3.6,0.4%,-14.2%,18.3%[57.1 µM],0.0%,0.3%[57.1 µM],2.9%,5.8%,-2.0%
CC1=C(c2ccc(Cl)cc2)S(=O)(=O)N=C1N1CCN(c2cccc(C)c2C)CC1,-3.1,2.4%,3.1%,9.6%,-0.1%,-4.3%,0.1%,4.1%,-3.0%
CSc1nnc2c3ccccc3n(Cc3ccccc3)c2n1,-6.9,36.7%,0.4%,9.4%[57.1 µM],0.5%,-8.0%,6.7%,2.7%,-1.8%
COCCCn1c(C(=O)N2CCOCC2)cc2c(=O)n3cccc(C)c3nc21,4.6,1.9%,-16.7%,5.0%,-11.3%,201.5%[activator],3.1%,3.1%,-4.8%
COc1ccc(-n2c(CNC(=O)c3cccs3)n[nH]c2=S)cc1,-6.0,23.4%,-1.9%,6.8%[57.1 µM],2.6%,4.4%,-8.1%,-0.4%,-1.6%
Cc1ccc2c(c1)C(=O)C(=O)N2Cc1ccc(C(F)(F)F)cc1,7.7,?,?,3.1%,-5.2%,?,1.5%,-10.9%,-0.9%
CC(C)Oc1ccc(C(=O)N/N=C/c2ccc(-c3ccc(S(=O)(=O)Nc4ncccn4)cc3)o2)cc1,-9.4,-6.7%,?,-12.7%,1.5%,44.8%[activator],-2.4%,-9.9%,2.6%
O=C(/C=C/c1ccc([N+](=O)[O-])cc1)NNC(=O)C1CC1,-2.8,-11.0%,-3.5%,10.4%[57.1 µM],8.6%,5.0%[57.1 µM],-0.6%,3.4%,-3.2%
CCN(CCCNC(=O)C1CCN(S(=O)(=O)N2CCOCC2)CC1)c1cccc(C)c1,3.1,9.3%,-13.3%,-9.7%,.,-10.5%,1.3%,-0.7%,-7.4%

Ordered by molecular weight (low to high): some entries from above.
Compound,LDHA block,RGS4 inh,USP1 inh,rTrxR1 inhibitor,Vif-APOBEC3F blk,TrxR1 substrate,IDH1 R132H inh,Vif-A3G inh,GRP78 ERSR act
Cc1ccc2c(c1)C(=O)C(=O)N2Cc1ccc(C(F)(F)F)cc1,7.7,?,?,3.1%,-5.2%,?,1.5%,-10.9%,-0.9%
CCn1nc(C(=O)NNC(=O)CCOc2cc(C)ccc2C)c2ccccc2c1=O,0.2,-3.1%,-18.2%,8.0%,?,-6.4%,-1.3%,-0.1%,-3.4%
Cc1c(Cl)c(C(F)F)nn1CC(=O)NC1C(=O)N2C(C(=O)O)=C(CSc3nnnn3C)CSC12 (stereo not drawn),-2.9,-21.1%,-13.0%,?,-13.3%,-4.3%,2.8%,0.9%,-3.1%

More entries
Compound,LDHA block,RGS4 inh,USP1 inh,rTrxR1 inhibitor,Vif-APOBEC3F blk,TrxR1 substrate,IDH1 R132H inh,Vif-A3G inh,GRP78 ERSR act
CCc1nnc(SCC(=O)N2CCCC(N3CCN(c4ccccc4C)CC3)C2)o1 (stereo not drawn),0.0,-13.5%,-20.1%,?,4.5%,-2.7%,6.5%,1.0%,-3.5%
O=C(NNC(=O)C1CC=CCC1C(=O)O)c1cccs1 (stereo not drawn),-1.5,2.0%,-14.5%,21.2%,16.6%,3.3%[57.1 µM],1.4%,1.0%,2.0%
CC(=O)c1c(C)[nH]c(C(=O)Nc2c(C)n(C)n(-c3ccccc3)c2=O)c1C,-0.2,-28.7%,-13.6%,0.0%,.,-2.1%,3.7%,1.9%,9.9%
O=C(Nc1cccc(F)c1)C1CCN(C(=O)N2CCOc3ccccc32)CC1,-4.8&-7.3,-14.6%,-21.6%,14.0%[57.1 µM],6.8%,4.2%[57.1 µM],-4.2%,-1.9%,-3.2%
O=C(c1ccc2c(c1)OCO2)C1CCCN(Cc2cccc(C(F)(F)F)c2)C1 (stereo not drawn),-0.2,-20.1%,-26.4%,25.8%,-5.1%,4.1%,14.6%,0.4%,-2.5%
CCn1c(SCC(=O)Nc2ccc(Br)cc2)nc2sc3c(c2c1=O)CCN(C)C3,1.2,-22.0%,-12.8%,-3.9%,-9.1%,18.0%,-4.7%,1.3%,-1.6%
Cc1ccc(C(C(=O)NC2CCCCC2)N(Cc2ccco2)C(=O)Cc2c[nH]c3ccccc23)o1 (stereo not drawn),-2.4,-21.6%,-32.7%,17.4%,-1.4%,7.8%,?,-1.1%,-2.3%
CC(C)CC(C(=O)Nc1ccccc1)N1C(=O)C2C3C=CC(C3)C2C1=O (stereo not drawn),-3.4,-2.9%,-11.0%,19.6%,-17.6%,-3.6%,8.7%,-10.3%,-6.7%
NS(=O)(=O)c1ccc(NC(=S)NCC2CCCO2)cc1 (stereo not drawn),-10.6,-44.8%,-20.2%,-21.6%,-8.0%,-5.3%,3.1%,-2.3%,-2.0%
COc1ccc(S(=O)(=O)Nc2ccc(NC(C)=O)cc2)cc1Br,-3.4,-0.2%,-26.4%,4.1%,-1.6%,-1.9%,-7.7%,-10.5%,-4.7%
c1cncc(-c2nc(-c3cccs3)cs2)c1,-5.4,12.7%,-18.9%,-7.5%,.,-2.1%,3.0%,-15.6%,-3.5%
Clc1cccc(-n2ncc3c(NC4CCCCCC4)ncnc32)c1,2.6&1.9,11.9%,-34.0%,20.0%[57.1 µM],-12.1%,-2.1%[57.1 µM],3.4%,-10.4%,1.5%
CCOC(=O)c1ccc(NC(=O)C2C3C=CC(C3)C2C(=O)O)cc1 (stereo not drawn),-5.8,-35.5%,-9.5%,3.6%[57.1 µM],-15.0%,5.3%[57.1 µM],1.0%,-0.1%,-3.4%
O=C(NCc1ccccn1)C(=O)Nc1nc(-c2ccccc2)cs1,0.4,-30.3%,-20.6%,30.4%,15.9%,10.8%,9.0%,1.7%,1.0%
CCCCSc1nnc(CNC(=O)C23CC4CC(CC(C4)C2)C3)n1Cc1ccccc1,4.2,-2.7%,-1.1%,-5.5%,-7.2%,-4.3%,0.4%,-0.3%,-6.4%
COc1ccccc1N(CC(=O)Nc1ccc2c(c1)OCO2)S(=O)(=O)c1ccc(C)cc1,5.8,-4.4%,-10.0%,27.6%,2.1%,3.8%,-1.4%,1.9%,1.8%

Screening data: PubChem, National Center for Advancing Translational Sciences (NCATS)
